Compound activity deposited in PubChem BioAssay by several laboratories.
SRC3 inh – human NCOA3 inhibition; Q9Y6Q9; HEK293 GAL4-SRC3 luciferase reporter, luminescence; inhibition, % at 3.6 µM; hit rate 0.17% among 360,000;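 active = inhibition above a per-campaign cutoff, the mean of all compounds plus 3 SD, cut at about 60% in these data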;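 note: 0% = DMSO-treated cells and 100% = gossypol-treated cells at 36 µM; higher means less SRC3-driven luciferase light from the GAL4 reporter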
Target sequence (Q9Y6Q9 whole entry, looked up, the tested form may be a part): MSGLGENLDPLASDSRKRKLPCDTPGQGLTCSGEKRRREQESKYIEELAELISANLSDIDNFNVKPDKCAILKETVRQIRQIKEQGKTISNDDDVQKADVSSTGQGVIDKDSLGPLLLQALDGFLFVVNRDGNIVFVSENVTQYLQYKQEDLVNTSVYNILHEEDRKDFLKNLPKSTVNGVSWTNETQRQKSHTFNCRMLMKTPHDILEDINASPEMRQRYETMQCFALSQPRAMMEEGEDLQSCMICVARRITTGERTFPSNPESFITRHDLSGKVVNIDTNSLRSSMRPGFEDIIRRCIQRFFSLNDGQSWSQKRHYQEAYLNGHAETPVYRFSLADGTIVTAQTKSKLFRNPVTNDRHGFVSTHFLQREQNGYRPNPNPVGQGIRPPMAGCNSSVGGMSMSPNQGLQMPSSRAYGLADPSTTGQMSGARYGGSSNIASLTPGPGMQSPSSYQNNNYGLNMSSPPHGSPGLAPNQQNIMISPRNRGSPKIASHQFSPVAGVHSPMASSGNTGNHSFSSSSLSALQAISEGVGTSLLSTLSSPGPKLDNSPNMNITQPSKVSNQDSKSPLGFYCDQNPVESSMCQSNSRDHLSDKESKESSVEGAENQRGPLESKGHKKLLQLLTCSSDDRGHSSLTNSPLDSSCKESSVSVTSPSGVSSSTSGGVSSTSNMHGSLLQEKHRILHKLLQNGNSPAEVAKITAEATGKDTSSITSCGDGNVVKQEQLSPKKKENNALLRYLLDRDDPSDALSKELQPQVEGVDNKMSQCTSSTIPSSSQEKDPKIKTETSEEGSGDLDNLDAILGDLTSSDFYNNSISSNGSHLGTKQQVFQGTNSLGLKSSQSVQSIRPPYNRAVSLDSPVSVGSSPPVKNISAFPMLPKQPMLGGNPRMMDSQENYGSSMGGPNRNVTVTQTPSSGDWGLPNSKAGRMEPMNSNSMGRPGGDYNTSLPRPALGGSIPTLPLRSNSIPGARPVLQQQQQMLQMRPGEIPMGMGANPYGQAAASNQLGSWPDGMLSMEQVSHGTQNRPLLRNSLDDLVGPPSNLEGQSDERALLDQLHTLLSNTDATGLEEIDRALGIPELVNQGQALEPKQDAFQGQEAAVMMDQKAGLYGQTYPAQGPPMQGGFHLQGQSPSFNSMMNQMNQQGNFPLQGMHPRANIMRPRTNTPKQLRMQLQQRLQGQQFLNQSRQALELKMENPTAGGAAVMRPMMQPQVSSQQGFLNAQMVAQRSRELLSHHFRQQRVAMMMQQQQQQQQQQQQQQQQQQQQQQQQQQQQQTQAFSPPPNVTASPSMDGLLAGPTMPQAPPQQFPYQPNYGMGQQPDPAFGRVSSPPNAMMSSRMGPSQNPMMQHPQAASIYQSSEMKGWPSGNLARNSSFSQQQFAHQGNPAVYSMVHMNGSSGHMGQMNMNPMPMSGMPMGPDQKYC
NOD2-RIPK2 inh – blocks binding of human NOD2 to RIPK2 | O43353 | CHO BLA complementation NOD2-RIPK2, CCF4 ratio | inhibition, % at 4.98 µM | hit rate 0.38% among 360,000 | AID 624267; in the data active = inhibition above about 21%;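 note: 0% = vehicle only and 100% = reference blocker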
ABHD5-PLIN5 inh – blocks binding of human ABHD5 to perilipin-5. Split G. princeps luciferase complementation, luminescence, 4 h. inhibition, % at 4 µM. hit rate 0.78% among 360,000. AID 602281;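 active = inhibition above the mean inhibition across every tested compound plus 3 SD, cut at about 22% in these data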;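 note: 0% = DMSO only wells and the 100% control is not disclosed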
NCOA2 inhibitor – human SRC2 (NCOA2) inhibition; Q15596; HEK293 GAL4-SRC2 luciferase reporter, luminescence; inhibition, % at 9 µM; hit rate 0.17% among 370,000; AID 651957;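 active = inhibition above the mean inhibition of all tested compounds plus 3 SD, set per campaign, cut at about 52% in these data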;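 note: 0% = DMSO treated cells and 100% = cells given Gossypol at 36 µM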
MC4R antagonist – blocks human MC4R cAMP signaling | inhibition, % at 6.5 µM | hit rate 0.48% among 360,000 | P32245 | MC4R-expressing cells, MTII-stimulated cAMP, LANCE TR-FRET | AID 540295;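 active = inhibition above its plate's cutoff, the mean of tested wells on that plate plus 3 SD, cut at about 29% in these data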;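 note: 0% = Melanotan II alone and 100% = Melanotan II plus saturating MCL0020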
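Test system: U2OS cells stably expressing human melanocortin 4 receptor (MC4R); also added: Melanotan II challenge; compound: 6.5 µM single dose; timing: 30-min compound preincubation, 1-h Melanotan II challenge, 1-h detection, room temperature; signal: Eu-cAMP/anti-cAMP TR-FRET, emission 671 nm; repeats: one well per compound, no replicates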
NR2F2 inh – blocks human COUP-TFII nuclear receptor | HEK293T NGFI-A luciferase reporter, luminescence | inhibition, % at 8.6 µM | hit rate 0.7% among 370,000;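 active = inhibition above a per-plate cutoff, mean inhibition of test wells between control levels plus 3 SD, cut at about 38% in these data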;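 note: cells cotransfected with COUP-TFII expression vector driving the NGFI-A reporter; 0% = median of COUP-TF2 test wells and 100% = reporter-only cells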
TLR9-MyD88 inh – TLR9-MyD88 interaction inhibition | CHO BLA complementation TLR9-MyD88, CCF4 FRET ratio | inhibition, % at 4.98 µM | hit rate 0.21% among 340,000 | AID 504734;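 active = inhibition above the mean over all tested compounds plus 3 SD, cut at about 21% in these data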;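 note: 0% = DMSO only wells and 100% = clavulanate BLA inhibitor control wells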
EBV LMP1 NFkB – Epstein-Barr LMP1 NF-kappaB reporter inhibition | LMP1-induced NF-kappaB luciferase reporter cells, luminescence | inhibition, % at 12.5 µM | hit rate 0.69% among 350,000; in the data active = inhibition above about 41%;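 note: 0% = neutral control wells and 100% = reference inhibitor control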
SRC1 inh – human NCOA1 inhibition; Q15788; HEK293 GAL4-SRC1 luciferase reporter, luminescence; inhibition, % at 3.6 µM; hit rate 0.12% among 360,000;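 active = inhibition above the campaign mean plus 3 SD, with each screening campaign given its own cutoff, cut at about 60% in these data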;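 note: 0% = DMSO treated cells and 100% = gossypol at 36 µM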
NR5A2 inv ag – suppresses constitutive activity of human LRH-1. HEK293T StAR-luciferase reporter, LRH-1 transfected, 24 h. O00482. hit rate 0.13% among 360,000. inhibition, % at 3.6 µM;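 active = inhibition above the mean inhibition of all tested compounds plus 3 SD, cut at about 73% in these data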;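 note: 0% = DMSO wells and 100% = reporter-only cells lacking LRH-1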
MC4R barr agon – human MC4R agonism via beta-arrestin; P32245; U2OS MC4R beta-arrestin complementation, luminescence; percent of melanotan II response, DMSO zero; activation, % at 8.9 µM; hit rate 0.98% among 360,000;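 active = activation above a per-plate cutoff, the mean activation of sample wells on that plate plus 3 SD, cut at about 8% in these data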
* = called active by the depositor; · = not tested or not shown. Not all compounds are listed; the hit share may differ from the screen's.

SMILES | SRC3 inh | NOD2-RIPK2 inh | ABHD5-PLIN5 inh | NCOA2 inhibitor | MC4R antagonist | NR2F2 inh | TLR9-MyD88 inh | EBV LMP1 NFkB | SRC1 inh | NR5A2 inv ag | MC4R barr agon
COc1cc(/C=C/C(=O)N2CCC=CC2=O)cc(OC)c1OC | -1.7 | -3.5 | 16.7 | -37.1 | -15.7 | 4.3 | 2.3 | 21.8 | -66.2 | -17.2 | -0.2
O=C(Nc1ccc(OC(F)(F)F)cc1)C1CCCCN1S(=O)(=O)c1ccccc1 (configuration not stated) | 17.7 | 9.6 | -9.9 | 21.0 | 5.6 | 22.2 | -5.0 | 1.5 | -9.0 | 19.4 | 2.8
COc1cccc(OC)c1C(=O)Nc1cccc(-c2nc3ccccc3[nH]2)c1 | 1.2 | -13.0 | -4.4 | -36.6 | 7.0 | -8.8 | -7.5 | -15.6 | 3.1 | -16.9 | -1.1
CC(C)Oc1ccc(C(=O)Nc2ccc(N(C)C)cc2)cc1 | -50.4 | 7.4 | -5.9 | 29.4 | -3.2 | 12.0 | -8.3 | 5.3 | -56.7 | -42.6 | 0.0
Cc1cccc(-n2c(N)cc(=O)[nH]c2=S)c1C | 19.6 | -5.9 | -0.8 | -7.8 | 17.9 | 2.6 | -10.7 | 3.9 | -2.2 | 3.9 | 1.0
COc1ccccc1-c1nnc(NC(=O)CCS(=O)(=O)c2ccc(F)cc2)o1 | -19.5 | -1.4 | 0.2 | -1.7 | 5.3 | 5.6 | 5.0 | 6.8 | -0.3 | 12.1 | -0.9
CCOC(=O)N1CCN(c2cc(N3CCOCC3)c(F)cc2[N+](=O)[O-])CC1 | 5.1 | -7.0 | 1.4 | -18.4 | 1.0 | -5.2 | -7.9 | 6.9 | -28.4 | -10.8 | -0.1
Cc1ccccc1N(C(=O)c1csnn1)C(C(=O)NC1CCCCC1)c1ccncc1 (configuration not stated) | -5.5 | 0.0 | 3.5 | -6.8 | -1.4 | 12.4 | -1.2 | -15.5 | 25.2 | -2.7 | 2.0
CCOc1cc(C2c3c(oc4ccccc4c3=O)C(=O)N2c2nccs2)ccc1O (configuration not stated) | 1.8 | -5.9 | 0.3 | -6.0 | -3.8 | -2.7 | -6.9 | -4.0 | 5.9 | 1.8 | 9.5*
O=C(O)c1cccc(Nc2ccc([N+](=O)[O-])c3nonc23)c1 | 9.5 | -10.0 | 15.6 | -12.4 | -2.7 | 12.5 | -7.9 | -1.0 | -15.5 | 9.7 | -2.8
Cc1onc(C(=O)NN)c1-c1csc(COc2ccc(Cl)cc2)n1 | -3.1 | -11.4 | 4.7 | · | 6.2 | · | -5.3 | 6.1 | -7.4 | -2.1 | 1.2
Cc1ccc(OCc2cc(C(=O)NCCc3cccnc3)no2)cc1C | -8.4 | -4.1 | -6.0 | -13.4 | -1.6 | -20.2 | 2.9 | -8.3 | -22.5 | -39.0 | -4.3
Cn1cnc2c(NCc3ccco3)ncnc21 | -9.9 | 4.9 | 2.6 | -5.4 | 1.6 | -15.6 | -14.8 | -2.0 | -70.1 | 7.6 | 1.0
Cc1cc(NC(c2cccnc2)c2c(C)[nH]c3ccccc23)no1 (configuration not stated) | -6.7 | -5.7 | 2.8 | -11.3 | 1.5 | -7.0 | -10.5 | 7.9 | 1.6 | 5.1 | -1.9
CC(C)OC(=O)CC(=O)CSc1nc2c(cc1C#N)CCC2 | -15.7 | 1.9 | -3.3 | -11.2 | -1.4 | 0.7 | 11.0 | 5.0 | -4.6 | -5.8 | -1.5
COc1cccc2c1C(=O)O/C2=C/c1ccc2c(c1)OCO2 | -85.2 | -3.1 | 5.1 | -61.9 | 3.3 | -44.0 | 6.3 | -11.8 | -145.3 | -115.9 | -0.1
CCNC(=S)NNC(=O)c1c(Cl)c(C)nn1C | 12.7 | -0.3 | 0.1 | 31.4 | 13.5 | -9.6 | -12.5 | -7.9 | -10.4 | 1.6 | -2.2
COc1cc(/C=C/c2nc3ccccc3c(=O)[nH]2)ccc1O | -79.8 | 0.6 | 0.3 | -63.6 | -11.4 | -51.0 | -2.0 | -7.0 | -58.3 | -133.1 | 1.3
CCCC(=O)N=c1sc2c(OC)ccc(OC)c2n1C | 8.4 | -7.1 | -2.5 | -30.1 | 1.1 | 13.1 | 9.5 | -3.9 | 17.9 | 0.7 | 1.2
O=C(CN1C(=O)NC2(CCCCCC2)C1=O)NC1CCCCCCC1 | 16.3 | -3.3 | -6.2 | -12.2 | 12.5 | 11.9 | 8.1 | 4.8 | 11.1 | 6.7 | -2.6
C[C@H](CO)NC(=O)c1nc[nH]c1C(=O)N[C@@H](C)c1ccccc1 | -12.4 | -13.7 | -0.2 | 10.3 | 8.9 | -10.0 | -1.8 | 2.0 | -3.3 | -23.9 | 0.1
Clc1ccccc1-c1ccc2nccn2c1 | 9.9 | 1.6 | -3.3 | 12.2 | -1.8 | -1.9 | · | · | 6.6 | -16.3 | 2.4
O=C(NNC1=Nc2ccccc2SC1)c1ccccc1F | 7.7 | -11.2 | 2.5 | 9.3 | 10.5 | 38.1* | -1.1 | 4.1 | -29.4 | -21.7 | 0.1
Fc1ccc(-n2c(-c3ccc4ccccc4n3)n[nH]c2=S)cc1 | 16.3 | -1.3 | -2.8 | -7.7 | -1.9 | 4.4 | 2.1 | -3.8 | 3.0 | 24.9 | -3.4
Cc1noc(C)c1CSCC(=O)Nc1nc2ccc(F)cc2s1 | 3.2 | 8.6 | 1.0 | -19.8 | -3.8 | -1.3 | 8.0 | -2.7 | -8.7 | 21.0 | -3.7
O=C(CCCN1C(=O)c2ccccc2C1=O)NCCC1=CCCCC1 | 5.3 | 0.7 | 3.7 | -7.2 | 0.2 | -8.1 | -4.1 | 7.7 | 12.7 | 8.8 | 2.6
CCn1nnnc1SCC(=O)N1CCN(Cc2ccc3c(c2)OCCO3)CC1 | -6.4 | -1.4 | -3.8 | 4.9 | 17.8 | -12.1 | -1.4 | 1.7 | -9.4 | -2.6 | -2.2
CCOC(=O)C1CCCNC1=O (configuration not stated) | -19.9 | 1.4 | -7.6 | -7.8 | -3.7 | -18.4 | -1.9 | 7.3 | 2.5 | 2.8 | -0.5
Cc1cccc(C(=O)Oc2ccccc2/C=N/NC(=O)c2ccc(NC(=O)C(C)(C)C)cc2)c1 | 11.5 | -6.1 | 2.3 | -40.3 | 4.8 | -16.6 | 8.8 | 9.3 | 7.2 | -9.5 | 0.0
COc1cc(OC)cc(C(=O)Nc2ccc(C(=O)c3ccncc3)cc2)c1 | 9.8 | 3.6 | 6.0 | 8.4 | -1.7 | -3.0 | -12.9 | 13.0 | -5.5 | -29.6 | -5.2
COc1ccccc1OCc1nc(C#N)c(NCCCn2ccnc2)o1 | 8.5 | -7.5 | 18.0 | 13.5 | 6.1 | 3.2 | 3.7 | 0.6 | 20.7 | -1.4 | 4.7
C/C(=N\NC(=O)c1cccc2ccccc12)c1ccccn1 | -3.5 | 7.6 | -4.2 | -28.1 | 11.7 | -12.2 | 5.9 | 34.0 | -26.2 | 5.7 | -6.7
CCc1cc(OCCCCNCc2ccccc2)ccc1Cl | 1.8 | 3.5 | 16.6 | -4.8 | 3.3 | 0.0 | -9.9 | -5.7 | -0.6 | 11.2 | 6.5
O=C(NCC1CC1)c1ccc2c(c1)S(=O)(=O)c1cc(Cl)ccc1C2=O | -6.8 | -5.8 | -0.7 | -0.1 | -33.9 | 0.8 | 10.4 | -2.3 | 0.3 | 4.9 | -0.5
Cc1ccc(N2C(N)=C(C#N)C(c3cc(CN4CCOCC4)cs3)C3=C2CC(C)(C)CC3=O)cc1 (configuration not stated) | -10.6 | -11.3 | -7.5 | -5.1 | 0.6 | -0.8 | -2.6 | -0.3 | 3.8 | 1.6 | -0.5
Cc1ccc(C(=O)NCC(=O)OCC(=O)c2ccc(Br)s2)cc1 | -5.0 | -5.0 | -10.1 | 0.0 | 28.1 | 10.0 | -9.0 | -9.4 | -48.2 | 12.7 | -2.8
COc1cccc2c1C(=O)c1ccc3ccccc3c1C2=O | -77.3 | 0.3 | -27.2 | · | 8.8 | · | -4.3 | -38.7 | -109.6 | -107.4 | -0.5
Cc1ccc(NC(=O)Cn2cc(C=O)c3ccccc32)cc1 | 7.1 | 3.5 | 0.0 | 14.3 | -1.4 | 3.6 | -0.3 | 6.4 | -16.0 | 36.0 | -2.7
CCc1nn(CC(=O)N2CCC(C)CC2)c(=O)c2cccn12 | 12.8 | -10.0 | 0.7 | -6.9 | 3.5 | 8.6 | 0.7 | -4.2 | -10.5 | 0.3 | -1.4
COc1ccc(NC(=O)COc2ccc(S(=O)(=O)N3CCOCC3)cc2C)cc1OC | 10.5 | 5.9 | 9.6 | -20.3 | 1.8 | -1.6 | 7.9 | -2.7 | 7.9 | 15.0 | -0.9
N#CC1(NC(=O)CN2C(=O)c3ccccc3C2=O)CCCCC1 | 15.3 | -5.9 | 8.5 | -25.1 | 1.3 | -4.9 | -0.3 | -12.7 | -1.0 | 20.3 | -2.0
COc1cccc(OCc2cc(C(=O)NCCc3cccc(C)n3)no2)c1 | 4.9 | 6.4 | 5.3 | -12.2 | 15.0 | -7.6 | -2.0 | 3.6 | -0.9 | 6.9 | -2.2
O=C(COc1ccc(Cl)cc1)Nc1ccccc1Cl | -54.5 | -8.0 | 2.7 | -35.7 | 5.0 | -41.4 | 4.2 | -3.9 | -35.8 | -65.0 | 1.9
c1ccc(OCCOc2cccc3cccnc23)cc1 | -37.6 | -8.9 | -3.2 | -44.6 | -3.1 | -23.2 | 1.1 | 1.7 | -24.4 | -39.8 | -0.1
Cn1cc(C(=O)N2CCc3ccccc3C2)c(=O)c2cc(S(=O)(=O)N3CCOCC3)ccc21 | -4.0 | -6.8 | 0.8 | 22.6 | 10.8 | 16.5 | -3.1 | -2.0 | 7.8 | -14.8 | -3.8
COc1ccc2c(c1C)CCC(C)(C#N)C2=O (configuration not stated) | -7.3 | 2.3 | -2.8 | -14.3 | -4.5 | 2.5 | -4.7 | -15.8 | 3.7 | 15.3 | -0.4
CC(=O)Nc1cccc(NC(=O)CSc2nnc(Cc3cccn3C)n2CCc2ccccc2)c1 | 15.9 | -7.3 | 5.5 | 6.9 | 8.9 | 18.1 | -17.7 | 3.4 | 0.6 | 0.9 | 1.4
CCOc1ccc(N2CC(C(=O)NCCc3ccccc3)CC2=O)cc1 (configuration not stated) | -3.5 | -2.4 | 2.9 | -9.1 | 0.0 | -20.3 | 0.0 | -3.2 | 7.4 | 20.6 | -1.9
